OX1R antag-1 = OX1R (human) antagonism. O43613. inhibition, % at 6.6 µM. 1.8% of 330,000 active. AID 485270. OX1R-expressing cells, FRET antagonist read-out; in the data active = inhibition mostly above about 38%, no sharp cut-off; inactive = mostly below about 40%;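 note: 0% = agonist challenge alone and 100% = reference antagonist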
Target sequence (O43613 whole entry, looked up): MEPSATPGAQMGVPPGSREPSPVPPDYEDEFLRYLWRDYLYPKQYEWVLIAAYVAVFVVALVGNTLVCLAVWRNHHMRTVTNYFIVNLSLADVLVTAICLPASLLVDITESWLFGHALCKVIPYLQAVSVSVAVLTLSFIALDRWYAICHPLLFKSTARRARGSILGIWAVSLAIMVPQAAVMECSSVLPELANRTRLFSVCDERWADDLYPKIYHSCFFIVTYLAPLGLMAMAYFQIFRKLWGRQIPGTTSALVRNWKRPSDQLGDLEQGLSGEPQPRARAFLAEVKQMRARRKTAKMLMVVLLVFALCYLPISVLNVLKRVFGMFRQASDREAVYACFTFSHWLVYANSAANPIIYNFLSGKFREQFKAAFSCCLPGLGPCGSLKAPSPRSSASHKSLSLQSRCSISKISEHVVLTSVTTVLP
OX1R antag-2 = blocks the human orexin 1 receptor; inhibition, % at 5 µM; AID 434989; O43613; 0.43% of 330,000 active; CHO/OX1R cells, Fluo-8 calcium fluorescence, orexin A;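 active = inhibition above its plate's threshold, mean inhibition of all tested compounds on the plate plus 3 SD, cut at about 37% in these data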;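 note: 0% = orexin A challenge wells and 100% = SB-334867-A antagonist wells; not every result past the cut was called active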
The depositor's hits bear a star.

(1) COCn1c(COc2ccccc2)nc2ccccc21
(2) Cc1ccc(C(=O)NC=C(Cl)Cl)cc1
(3) CCOC(=O)C(NC(=O)CC(C)C)(Nc1sc2c(c1C(N)=O)CCCC2)C(F)(F)F (stereo unspecified)
(4) CC12CCC(=O)N1C(C(=O)N1CCN(c3ccccc3)CC1)CS2 (stereo unspecified)
(5) CCc1ccc(C2(O)CC(C(F)(F)F)=NN2C(=O)Cc2ccc([N+](=O)[O-])cc2)cc1 (stereo unspecified)
(6) CC(=O)Nc1ccc(NC(=O)C2CCCN2C(=O)NCc2ccccc2)cc1 (stereo unspecified)
Compound | 1 | 2 | 3 | 4 | 5 | 6
OX1R antag-1 | 12 | 10 | 30 | 14 | 26 | 7
OX1R antag-2 | -20 | -20 | -16 | -6 | -1 | -19

(7) Cc1ccc(S(=O)(=O)NNc2ccccc2)c(C)c1
(8) CC(=O)c1ccccc1NC(=O)COC(=O)c1c(C)nn(-c2ccccc2)c1C
(9) CC(=O)Nc1ccc(C(=O)Cn2nnc3ccccc3c2=O)cc1
(10) Cc1ccc(CCNC(=O)CCNS(=O)(=O)c2ccc3c(c2)c(=O)n(C)c(=O)n3C)cc1
(11) CC(C)C1=Nc2cccc3cccc(c23)N1
(12) CN(C)S(=O)(=O)c1ccc(C(=O)OCC(=O)N2CC3(C)CC2CC(C)(C)C3)cc1 (stereo unspecified)
Compound | 7 | 8 | 9 | 10 | 11 | 12
OX1R antag-1 | 2 | 13 | 8 | 3 | 10 | 3
OX1R antag-2 | -19 | -27 | -24 | -15 | -14 | -3

(13) Cc1ccc(/C(N)=N/OC(=O)c2ccc(Cl)cc2Cl)cc1
(14) Cc1cc(C)n(CCC(=O)N2c3ccccc3CC2C)n1 (stereo unspecified)
(15) O=C(CSc1nnc2c(Cl)cc(Cl)cn12)N1CCN(S(=O)(=O)c2ccccc2)CC1
(16) Cc1ccc(S(=O)(=O)NNC(=O)Nc2ccccc2F)c(C)c1
(17) Cc1ccc(NC(=O)CC2C(=O)N(Cc3ccccc3)C(=S)N2NC(=O)c2cccc(F)c2)c(C)c1 (stereo unspecified)
(18) Cc1cccc(NC(=O)NCc2ccc3c(c2)cc(C)n3C)c1
Compound | 13 | 14 | 15 | 16 | 17 | 18
OX1R antag-1 | 13 | 19 | 29 | 3 | 7 | -1
OX1R antag-2 | -16 | -20 | -28 | -14 | 0 | -10

(19) COc1cc(-c2cc3nc4ccccc4n3c(N)c2C#N)cc(OC)c1OC
(20) CC(=O)Nc1ccc(S(=O)(=O)NCc2ccc(C)n2C)cc1
(21) OCCCNc1ncnc2c1[nH]c1ccccc12
(22) O=C(CNCc1ccco1)Nc1ccc(Oc2ccccc2)cc1
(23) CCCn1nc(C(=O)Nc2ccc(S(=O)(=O)Nc3nccs3)cc2)c2ccccc2c1=O
(24) N#Cc1c(N)n(CCOC(=O)c2cccc(Br)c2)c2nc3ccccc3nc12
Compound | 19 | 20 | 21 | 22 | 23 | 24
OX1R antag-1 | 28 | 21 | -1 | 4 | 15 | 20
OX1R antag-2 | -17 | 3 | 5 | -14 | -26 | 0

(25) O=C(NC(=S)NCCC1=CCCCC1)c1ccc(Br)o1
(26) Cn1c(=O)n(C)c2cc(/C=N/NC(=O)c3ccc(Cl)cc3)ccc21
(27) O=C(O)c1cncc(Br)c1
(28) Nc1nonc1-n1nnc(C(=O)N/N=C/c2ccccc2Cl)c1CSc1ccccc1
(29) Cc1cc(-c2nc3ncccc3o2)ccc1NC(=S)NC(=O)c1ccco1
(30) O=C(NC1CCCC1)C1CC(=O)N(c2ccccc2)C1 (stereo unspecified)
Compound | 25 | 26 | 27 | 28 | 29 | 30
OX1R antag-1 | 10 | 14 | 6 | 28 | 15 | 3
OX1R antag-2 | -51 | -9 | -10 | -9 | -22 | -8

(31) Clc1cccc(Cl)c1-c1noc(CN2CCOCC2)n1
(32) Cc1ccc(CN2C(=O)C(C)(C)Oc3ccc(C(=O)N4CCCCC4)cc32)cc1
(33) Cc1c([N+](=O)[O-])cc(S(=O)(=O)Nc2ccncc2)cc1[N+](=O)[O-]
(34) C/C(Cn1cnc([N+](=O)[O-])n1)=N\NC(=O)c1cccc(F)c1
(35) N#CC1=C2Nc3ccccc3N2C(=O)NC1(c1ccccc1)C(F)(F)F (stereo unspecified)
(36) Cc1ccc(C(=O)NCc2ccco2)cc1S(=O)(=O)Nc1cccc(Cl)c1
Compound | 31 | 32 | 33 | 34 | 35 | 36
OX1R antag-1 | -1 | 17 | 19 | 49 | 5 | 20
OX1R antag-2 | -7 | -16 | -5 | -1 | -6 | -32

(37) Cc1nonc1NC(=O)CSc1ccccn1
(38) Cn1nc(CC(=O)NCc2ccc(F)cc2)c2ccccc2c1=O
(39) Cc1ccc2[nH]c(=O)c(COC(=O)c3cccs3)cc2c1
(40) O=C(Nc1ccc(C(=O)c2ccccc2)cc1)c1ccccc1
(41) c1csc(-c2nc(NCCCN3CCOCC3)c3ccccc3n2)c1
(42) Cc1ccc(NC(=O)COc2coc(CN3CCc4ccccc43)cc2=O)cc1Cl
Compound | 37 | 38 | 39 | 40 | 41 | 42
OX1R antag-1 | 19 | 6 | 14 | 10 | 9 | 13
OX1R antag-2 | 0 | -12 | -26 | -20 | -24 | -19

(43) CC1CCCCC1NC(=O)CCc1nc2sc3c(c2c(=O)[nH]1)CCCC3 (stereo unspecified)
(44) N#C/C(=C/c1ccc(N2CCCCC2)o1)C(=O)Nc1ccc(Cl)cc1
(45) Cc1cc(=O)[nH]c(SCC(=O)OCc2ccccc2)c1C#N
(46) Cc1[nH]n(-c2cccc(Cl)c2)c(=O)c1C=NCc1ccco1
(47) O=C(c1ccccc1NS(=O)(=O)c1cccc(C(F)(F)F)c1)N1CCc2ccccc21
(48) Cc1cc(C)n(-c2ccc(C(=O)Nc3cccc(S(=O)(=O)N4CCCC4)c3)cc2)n1
Compound | 43 | 44 | 45 | 46 | 47 | 48
OX1R antag-1 | 25 | 19 | 17 | 10 | 15 | 25
OX1R antag-2 | -28 | 99* | 6 | -9 | -32 | 6

OX1R antag-2: entries above that show a hit
(44) N#C/C(=C/c1ccc(N2CCCCC2)o1)C(=O)Nc1ccc(Cl)cc1
Compound | 44
OX1R antag-1 | 19
OX1R antag-2 | 99*

Carrying on.
(49) CCCn1cnc2cc(NCc3ccccc3O)ccc21
(50) COc1ccccc1-c1nnc2sc(-c3ccc(N(C)C)cc3)nn12
(51) O=C(NC(Cc1ccccc1)C(=O)NCc1ccccn1)c1ccco1 (stereo unspecified)
(52) Cc1ccc(CNC(=O)CCS(=O)(=O)c2ccc(Br)s2)cc1
(53) COCc1cc(=O)n2[nH]cc(-c3ccsc3)c2n1
(54) Cc1ccc(NC(=O)c2cc([N+](=O)[O-])ccc2Cl)c(O)c1
Compound | 49 | 50 | 51 | 52 | 53 | 54
OX1R antag-1 | 1 | 69* | 13 | 1 | 0 | 90
OX1R antag-2 | -29 | 14 | -19 | -15 | 3 | -24

(55) O=C(CSc1nc(C2CC2)nc2ccccc12)Nc1ccc2c(c1)OCCO2
(56) Cc1noc(C)c1S(=O)(=O)N(CC(=O)NCc1ccc(F)cc1)c1ccc(C(C)C)cc1
(57) COC(=O)C1CN(C(=O)C(C)Oc2ccc(F)cc2)c2ccccc2O1 (stereo unspecified)
(58) CC(C)c1ccc(N(C(=O)c2snc(C(N)=O)c2N)C(C(=O)NC2CCCC2)c2ccncc2)cc1 (stereo unspecified)
(59) CC(C)(C)c1ccc(NC(=O)COC(=O)CCc2nc3ccccc3c(=O)[nH]2)cc1
(60) COc1ccc(NC(=O)COc2ccccc2)c(OC)c1
Compound | 55 | 56 | 57 | 58 | 59 | 60
OX1R antag-1 | 31 | 1 | -12 | 22 | 3 | 19
OX1R antag-2 | -42 | -37 | -3 | -19 | -29 | -9

(61) CCC(=O)Nc1sc(C(=O)Nc2ccccc2)c(C)c1C(=O)OC
(62) COc1ccc(-c2cc(-c3ccc(Br)cc3)nc3ncnn23)cc1OC
(63) Cn1c(=O)c2c(ncn2CC(=O)N/N=C/c2ccc(Br)s2)n(C)c1=O
(64) CC(C)C(NCC(=O)Nc1ccccc1C(=O)NC1CC1)c1ccccc1 (stereo unspecified)
(65) Cc1ccc(Cl)cc1N1CCN(C(=O)CN(C2CCCCC2)S(C)(=O)=O)CC1
(66) COc1ccc(OCC(=O)N/N=C/c2ccc(O[C@@H]3O[C@H](CO)[C@@H](O)[C@H](O)[C@H]3O)cc2)cc1
Compound | 61 | 62 | 63 | 64 | 65 | 66
OX1R antag-1 | 38 | 25 | 21 | 43* | 43 | 11
OX1R antag-2 | -40 | -12 | -5 | 16 | 21 | -14

(67) CCOCCOC(=O)C1=C(C)NC(=O)NC1c1cc2c(cc1Br)OCO2 (stereo unspecified)
(68) CCOC(=O)c1cc(-c2ccncc2)nc2c1c(C)nn2C
(69) COC(=O)c1ccc(N=NN2CCOCC2)cc1
(70) Cc1nc(SCCC(=O)O)c2cc(-c3ccccc3)sc2n1
(71) CCCc1nc2c(s1)CCc1onc(-c3ccc(OC)cc3)c1-2
(72) COC(=O)C1=C(C)Nc2ncnn2C1c1ccc(OC(=O)c2ccccc2)cc1 (stereo unspecified)
Compound | 67 | 68 | 69 | 70 | 71 | 72
OX1R antag-1 | 0 | 16 | 9 | 24 | 11 | 5
OX1R antag-2 | -21 | -33 | -2 | -7 | -76 | -18

(73) O=C(CSc1nnc(-c2ccco2)o1)NC1CCCCCC1
(74) COc1ccc(OC)c(/C=N/NC(=O)CNC(=O)c2cccc3ccccc23)c1
(75) Cc1cccc(NC(=O)Cc2coc3ccc4ccccc4c23)n1
(76) Cc1ccc(S(=O)(=O)N/N=C/c2ccc3nccnc3c2)cc1
(77) O=S(=O)(NCCC1CC1(Cl)Cl)c1ccccc1 (stereo unspecified)
(78) O=C(CN1CCCCCC1)Nc1cccc2c1OCO2
Compound | 73 | 74 | 75 | 76 | 77 | 78
OX1R antag-1 | 28 | 33 | 19 | 23 | 13 | 15
OX1R antag-2 | -11 | -38 | -6 | -7 | -1 | -9

(79) Cc1ccc(-c2n[nH]c(=S)n2/N=C/c2cccs2)cc1
(80) Cc1cccc(C)c1NC(=O)C(c1ccc(Cl)cc1Cl)N1CCCCC1 (stereo unspecified)
(81) COc1ccc(Cl)cc1N1C(=O)CC(Sc2ccccc2N)C1=O (stereo unspecified)
(82) O=C(CCCOc1ccccc1)N1CCN(S(=O)(=O)c2cccc(F)c2)CC1
(83) COc1ccc(OC)c(NC(=O)Nc2ccc3[nH]ccc3c2)c1
(84) CCc1cc(=O)oc2cc(OCC(=O)OC)c(Cl)cc12
Compound | 79 | 80 | 81 | 82 | 83 | 84
OX1R antag-1 | 31 | 20 | 15 | 18 | 7 | 8
OX1R antag-2 | -3 | -29 | -23 | -19 | 3 | -4

(85) CCCCn1c(N)c(N(CC(C)C)C(=O)CN(C)S(=O)(=O)c2ccc(NC(C)=O)cc2)c(=O)[nH]c1=O
(86) COC(=O)c1nnn(CC(=O)Nc2cccc(OC)c2)c1C(=O)OC
(87) CC(=O)N(C)N(C)c1cc(C)nc(N)n1
(88) Cc1ccc2[nH]cc(C(=O)CCl)c2c1
(89) COc1ccccc1C(=O)CN1C(=O)NC2(CCCc3ccccc32)C1=O (stereo unspecified)
(90) CCCc1cc(-c2nc(N)ncc2-c2ccc3c(c2)OCCCO3)c(O)cc1OC
Compound | 85 | 86 | 87 | 88 | 89 | 90
OX1R antag-1 | 12 | 5 | 33 | 0 | 18 | 17
OX1R antag-2 | -6 | 5 | -4 | 5 | -5 | -23

(91) CC(c1ccncn1)N(C)Cc1nc(-c2ccc(C(F)(F)F)cc2)no1 (stereo unspecified)
(92) O=C(NCC1CCCO1)C(c1ccc(F)cc1)N(CCCN1CCOCC1)C(=O)c1ccc(-c2ccccc2)[nH]1 (stereo unspecified)
(93) COCCNC(=O)/C(C#N)=C/c1ccccc1Br
(94) CC(OC(=O)Cc1ccc(F)cc1)C(=O)NCc1ccc2c(c1)OCO2 (stereo unspecified)
(95) Cc1c(Cl)cccc1N1C(=O)CC(NNC(=O)c2cccnc2)C1=O (stereo unspecified)
(96) CCOc1ccc(Cc2noc3c2C(=O)CC(C)(C)C3)cc1OCC
(97) CCCC[C@@H]1CCCO[C@@](C(=O)NCc2ccccn2)(C(F)(F)F)C1
Compound | 91 | 92 | 93 | 94 | 95 | 96 | 97
OX1R antag-1 | 3 | 8 | 26 | 4 | 10 | 5 | 22
OX1R antag-2 | -12 | -49 | -10 | -7 | -8 | -22 | -22

Gathered by group: the compounds so far with an aryl methoxy group.
(19) COc1cc(-c2cc3nc4ccccc4n3c(N)c2C#N)cc(OC)c1OC
(50) COc1ccccc1-c1nnc2sc(-c3ccc(N(C)C)cc3)nn12
(60) COc1ccc(NC(=O)COc2ccccc2)c(OC)c1
(62) COc1ccc(-c2cc(-c3ccc(Br)cc3)nc3ncnn23)cc1OC
(66) COc1ccc(OCC(=O)N/N=C/c2ccc(O[C@@H]3O[C@H](CO)[C@@H](O)[C@H](O)[C@H]3O)cc2)cc1
(71) CCCc1nc2c(s1)CCc1onc(-c3ccc(OC)cc3)c1-2
(74) COc1ccc(OC)c(/C=N/NC(=O)CNC(=O)c2cccc3ccccc23)c1
(81) COc1ccc(Cl)cc1N1C(=O)CC(Sc2ccccc2N)C1=O (stereo unspecified)
Compound | 19 | 50 | 60 | 62 | 66 | 71 | 74 | 81
OX1R antag-1 | 28 | 69* | 19 | 25 | 11 | 11 | 33 | 15
OX1R antag-2 | -17 | 14 | -9 | -12 | -14 | -76 | -38 | -23

(83) COc1ccc(OC)c(NC(=O)Nc2ccc3[nH]ccc3c2)c1
(86) COC(=O)c1nnn(CC(=O)Nc2cccc(OC)c2)c1C(=O)OC
(89) COc1ccccc1C(=O)CN1C(=O)NC2(CCCc3ccccc32)C1=O (stereo unspecified)
(90) CCCc1cc(-c2nc(N)ncc2-c2ccc3c(c2)OCCCO3)c(O)cc1OC
Compound | 83 | 86 | 89 | 90
OX1R antag-1 | 7 | 5 | 18 | 17
OX1R antag-2 | 3 | 5 | -5 | -23

From PubChem BioAssay

No enrichment for hits, and some 2% of all compounds hit somewhere here.
